influenza NS1A = H1N1 influenza NS1A inhibitors, functional cell based assay (AID 504329); NS1A functional cell-based assay, percent inhibition; higher % means a stronger effect; one-dose inhibition, % at 12.5 µM; IC50 in µM for titrated hits; actives 0.3% (n = 340,000); in the data active means a potency from the dose series; inconclusive means inhibition above about 27% without an active follow-up result; further: strong numbers were not always called active
Salmonella PhoP GFP = Inhibition of PhoP regulon, Salmonella typhi GFP reporter cells, confirmation, 4 h (AID 1850); one-dose inhibition, % at 50 µM; IC50 in µM for titrated hits; Salmonella Typhi PhoP-promoter GFP reporter, fluorescence, 4 h; higher % means a stronger effect; actives 0.33% (n = 310,000); in the data active means a potency from the dose series; inconclusive means inhibition mostly from about 25% at the one dose, without a potency; inactive means the rest, 99 in 100 with inhibition below about 19%;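 further: 0% = induced wells with vehicle and 100% = uninduced wells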
M. tuberculosis = growth inhibition of non-replicating M. tuberculosis (AID 488890); Mycobacterium tuberculosis non-replicating, growth inhibition; higher % means a stronger effect; one-dose inhibition, % at 25 µM; IC50 in µM for titrated hits; actives 0.39% (n = 320,000); in the data active means a potency from the dose series; inconclusive means inhibition mostly from about 82% at the one dose, without a potency; inactive means the rest, 99 in 100 with inhibition below about 76%;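 further: plate controls were DMSO cells for no effect and high antibiotic wells for full effect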
M. tuberculosis HTS = M. tuberculosis growth inhibition, HTS (AID 449762); M. tuberculosis H37Rv growth inhibition, 7H9 media; higher % means a stronger effect; one-dose inhibition, % at 25 µM; IC50 in µM for titrated hits; actives 0.59% (n = 330,000); in the data active means a potency from the dose series; inconclusive means inhibition above about 70% without an active follow-up result;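 further: bacterial growth assessed after seven days of incubation; strong numbers were not always called active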
inhibitors of VEEV = inhibitors of VEEV TC-83 cytopathic effect, confirmation, Vero cells (AID 588727); Vero cells, VEEV TC-83 cytopathic effect inhibition; higher % means a stronger effect; inhibition, % at 20 µM; hits with a dose series show IC50 in µM; actives 0.13% (n = 350,000); in the data active means a potency from the dose series; inconclusive means inhibition mostly from about 14% at the one dose, without a potency; inactive means the rest, 99 in 100 with inhibition below about 12%; further: strong numbers were not always called active
inhibitors of VEEV 10K pilot screen = recorded beside inhibitors of VEEV, whose call it bears; inhibition, %; measured here: 10K pilot screen inhibition
The depositor's hits bear a star; i = inactive; ? = inconclusive; . = not tested or not shown. An unsorted share of the library. About 1.5% of those tested had a hit in this group.

SMILES	influenza NS1A	Salmonella PhoP GFP	M. tuberculosis	M. tuberculosis HTS	inhibitors of VEEV	others
C#CCOCCOCCOCCNc1nc(N2CCN(C(=O)[C@H](CCCN=C(N)N)n3cc(C(N)[C@@H](C)CC)nn3)CC2)nc(N2CCN(C(=O)[C@H](CCC(=O)O)n3cc([C@@H](N)CCCCN)nn3)CC2)n1 (some centres not stated)	-9.9%	.	42.3%	9.2%	0.9%	inhibitors of VEEV 10K pilot screen=4.0
N#CCNC(=O)C1c2ccccc2Oc2ccccc21	2.7%	-5.5%	-1.9%	-2.2%	i
O=S(=O)(Nc1ccccn1)c1ccc(Cl)c2ccccc12	-0.7%	-7.6%	-6.3%	-5.0%	0.6%
O=c1c2c3c(sc2nc2n1CCC2)CCC3	-4.2%	-24.5%	3.6%	0.5%	1.6%
CCOC(=O)C1CCN(c2c(NCCN3CCCCC3C)c(=O)c2=O)CC1 (configuration not stated)	0.0%	5.4%	.	-5.5%	0.8%
CC(C)C(NC(=O)C(NC(=O)C1O[C@@H]2OC(C)(C)O[C@@H]2[C@H]2OC(C)(C)O[C@@H]12)C(C)C)C(=O)O (some centres not stated)	7.3%	0.6%	-24.8%	-0.5%	i
COc1ccc(CNC(=O)CN2CCN(c3ccccc3O)CC2)cc1OC	0.7%	-3.6%	-7.3%	0.6%	i
CC(=O)OCCc1c2ccccc2c(CCCN(C)C)c2ccccc12	-10.7%	7.3%	.	-7.2%	0.8%
CN(C)c1nc(N/N=C/c2ccccc2O)nc(Nc2ccc(F)cc2)n1	-5.5%	4.2%	-23.5%	?	6.4%
Cc1csc(N(C(=O)c2ccccc2F)c2ccccc2)n1	-3.0%	6.4%	2.9%	-5.9%	2.3%
COc1ccc(CNc2ccc(S(N)(=O)=O)cc2)c(OC)c1OC	-5.1%	0.4%	1.5%	-1.2%	0.1%
COc1ccccc1CN(C(=O)CNC(=O)c1ccco1)C(C(=O)NCC1CCCO1)c1ccccc1 (configuration not stated)	11.6%	3.7%	4.0%	-4.4%	9.8%
COc1ccc2[nH]c3c(c2c1)CCN1C(=O)C(CC(=O)NCc2cccc(C(F)(F)F)c2)C[C@H](C(=O)N2CCCCC2)[C@@]31CCc1ccccc1 (some centres not stated)	-2.4%	.	.	.	i
Cc1ccccc1C(=O)N/N=C/c1ccccn1	-5.4%	-1.7%	38.7%	-3.5%	0.9%
O=C(CN1CCOCC1)NNc1nc(-c2ccccc2)c2cc(Br)ccc2n1	-9.3%	1.2%	-3.4%	3.9%	0.2%
COc1cc(NC(=O)c2ccnnc2)cc(C(=O)Nc2cccc(C(F)(F)F)c2)c1	0.1%	8.8%	-8.9%	42.8%	5.1%
COc1ccccc1N1CCN(C(=O)c2ccc3c(Cl)c4c(nc3c2)CCCC4)CC1	4.9%	11.4%	74.4%	6.6%	6.7%	inhibitors of VEEV 10K pilot screen=2.4
COc1ccc(N(CC(=O)NN=C2CCCC2)S(=O)(=O)c2ccccc2)cc1	2.6%	8.2%	-1.6%	-14.1%	0.1%
Cc1[nH]c2ccccc2c1/C=C/c1nc2ccccc2c(=O)n1-c1ccc([N+](=O)[O-])cc1	0.5%	-7.4%	18.0%	-1.9%	2.9%
CCn1cc(C(=O)NCCCN2CCCC2)c(=O)c2cc(S(=O)(=O)N3CCc4ccccc4C3)ccc21	-13.4%	-23.1%	?	3.7%	0.8%

Part of the list above in order of count of non-hydrogen atoms, largest number first.
SMILES	influenza NS1A	Salmonella PhoP GFP	M. tuberculosis	M. tuberculosis HTS	inhibitors of VEEV	others
CC(C)C(NC(=O)C(NC(=O)C1O[C@@H]2OC(C)(C)O[C@@H]2[C@H]2OC(C)(C)O[C@@H]12)C(C)C)C(=O)O (some centres not stated)	7.3%	0.6%	-24.8%	-0.5%	i
COc1ccc(N(CC(=O)NN=C2CCCC2)S(=O)(=O)c2ccccc2)cc1	2.6%	8.2%	-1.6%	-14.1%	0.1%
Cc1ccccc1C(=O)N/N=C/c1ccccn1	-5.4%	-1.7%	38.7%	-3.5%	0.9%

Later entries
SMILES	influenza NS1A	Salmonella PhoP GFP	M. tuberculosis	M. tuberculosis HTS	inhibitors of VEEV	others
COc1ccc(NS(=O)(=O)c2cccs2)cn1	6.5%	-20.8%	4.1%	10.8%	i
COc1ccc(N(CC(=O)Nc2ccccc2OC)S(=O)(=O)c2ccc(OC)c(OC)c2)cc1	-5.5%	5.3%	13.0%	0.8%	7.1%
O=C(c1ccccc1F)N1CCN(S(=O)(=O)c2ccc3c(c2)OCCO3)CC1	-0.7%	-7.3%	9.0%	-2.7%	i
COc1cccc(NC(=O)CCc2nnc3ccc(NCc4ccco4)nn23)c1	-4.7%	-3.0%	-2.0%	4.9%	1.8%
C=CC[C@@]12C=C(OC)C(=O)C(OC)=C1O[C@H](c1ccc3c(c1)OCO3)[C@H]2C	-14.6%	-1.8%	0.0%	-12.3%	1.0%
N#CC(c1ccc(O)cc1)c1ncc(C(F)(F)F)cc1Cl (configuration not stated)	-5.0%	3.6%	20.3%	-1.8%	3.2%
O=C(c1ccc2nc(Cc3cccc(Cl)c3)oc2c1)N1CCC(O)CC1	-0.4%	-5.4%	-5.7%	-10.6%	2.0%
O=S(=O)(NC1CC1)c1ccc(S(=O)(=O)N2CCCC(c3nc(-c4cccnc4)no3)C2)cc1 (configuration not stated)	-2.1%	-0.8%	-3.1%	-1.7%	1.3%
CC(C)N1CCC2(CC1)C(C#N)=C(N)NC(S)=C2C#N	.	-5.6%	18.9%	2.1%	.
Cc1nnc2sc(SCc3ccc(Cl)cc3)nn2c1=O	-5.3%	2.5%	3.0%	-2.0%	1.3%
CC(=O)N1CCc2c(sc(NC(=O)CCS(=O)(=O)c3ccccc3)c2C(N)=O)C1	-9.3%	-1.7%	71.6%	-1.9%	6.5%
O=C(O)c1cc(Cl)c2ccccc2c1O	0.9%	-2.5%	63.9%	-15.4%	1.3%
CCCN(CCC)CCCNC(=O)C1CCC(CNS(=O)(=O)c2cccc3nsnc23)CC1 (configuration not stated)	-5.2%	2.6%	4.9%	3.5%	0.4%
O=C(OCc1nc2ccccc2s1)C1CCN(C2=NS(=O)(=O)c3ccccc32)CC1	-2.2%	-4.8%	3.0%	-8.7%	2.5%
O=C1c2ccccc2S(=O)(=O)c2cc(N3CCc4ccccc4C3)ccc21	.	-13.3%	0.7%	0.4%	.
CN(C)C/C(Cl)=C(\Cl)c1ccccc1	-10.2%	1.5%	27.5%	-8.5%	2.6%
FC(F)(F)c1nc(Oc2ccccc2)c2ccccc2n1	-0.8%	0.4%	-8.2%	-5.5%	1.6%
COc1ccc(C(C(=O)Nc2ccc(C(C)C)cc2)N(C)C(=O)c2ccc(=O)[nH]c2)cc1 (configuration not stated)	.	-2.9%	8.7%	26.1%	3.8%
O=C(Nc1ccon1)c1sc2cc(Cl)ccc2c1Cl	-9.7%	-0.8%	11.2%	4.4%	1.1%
CCn1c(SCC(=O)Nc2ccc3c(c2)OCO3)nnc1-c1ccccc1O	-12.6%	4.3%	23.3%	-0.3%	0.0%
O=c1c2ccccc2nc(-c2ccco2)n1-c1ccc(Br)cn1	-30.8%	-5.4%	-5.5%	-2.2%	0.6%
CC(C)c1ccc(Nc2nnc(SCC(=O)NCC3CCCO3)s2)cc1 (configuration not stated)	-2.8%	.	41.6%	-3.6%	5.4%
CC(=O)Nc1ccc(S(=O)(=O)NC(C)c2nc(-c3ccccc3)no2)cc1 (configuration not stated)	5.2%	11.2%	0.1%	0.8%	0.5%
CCOc1ccccc1CN1C(=O)NC2(CCCCCC2)C1=O	1.4%	-35.0%	-0.9%	12.4%	2.3%
CC12CNCC(C)(CNC1)C2O (configuration not stated)	-2.3%	-3.4%	-1.1%	-6.3%	i
CC(C)OC(=O)c1ccc(COC(=O)c2cnccn2)cc1	6.0%	5.7%	9.1%	7.68µM*	0.7%
CCSc1n[nH]c2nc3c(c(=O)n12)C1(CCCCC1)Cc1ccccc1-3	-27.3%	-3.9%	15.0%	-3.9%	i
CCn1c(=O)c(C(=O)CN2CCc3ccccc32)c(N)n(Cc2ccccc2)c1=O	9.9%	0.6%	47.9%	0.2%	4.0%
Fc1ccc2c(-c3cccc(C(F)(F)F)c3)c(-c3ccccc3)ncc2c1	7.7%	.	21.3%	4.7%	0.9%
CCN1C(=O)[C@H]2[C@@H](c3ccc(C)cc3)N3C(=O)N(c4ccc(C(F)(F)F)cc4)C(=O)[C@@]3(CC(C)C)[C@H]2C1=O	3.8%	1.0%	30.0%	-1.3%	i	inhibitors of VEEV 10K pilot screen=0.1
COc1ccc(CN2CCn3ncc(C(=O)Nc4ccc(Cl)cc4Cl)c3C2=O)cc1	-2.9%	13.3%	-27.4%	7.6%	0.4%
CCOC(=O)c1c(-c2ccc(C)o2)csc1NC(=O)CSc1nncs1	6.0%	-4.5%	68.3%	-0.6%	4.0%
Cc1c(NC(=O)NC(C)N2C(=O)C3C4C=CC(C4)C3C2=O)c(=O)n(-c2ccccc2)n1C (configuration not stated)	2.0%	-4.6%	-1.8%	-0.9%	1.7%
CCCn1nc(C(=O)Nc2ccc(N3CCOCC3)cc2)c2ccccc2c1=O	1.0%	.	-10.2%	12.5%	1.1%
O=C(Nc1ncc(Cc2ccccc2Cl)s1)C1=NCCN1	-1.2%	-6.0%	4.18µM*	0.43µM*	0.1%
Oc1cccc(/C=N/NP(=S)(c2ccccc2)c2ccccc2)c1	-2.3%	-3.3%	18.4%	-2.5%	2.1%
CCOc1ccc(N=Nc2c(=O)[nH]n3c(C)cc(C)nc23)cc1	21.7%	4.2%	?	25.3%	6.2%
CCN(CC)S(=O)(=O)c1cc(NC(=O)C(C)N(C)CC(=O)Nc2c(C)cccc2C)ccc1C (configuration not stated)	16.7%	-10.8%	8.8%	-5.3%	i
CC1C(=O)N2CCCc3cc(NC(=O)C(=O)NCc4ccccn4)cc1c32 (configuration not stated)	-6.7%	-1.7%	3.2%	-1.5%	5.6%
N#C/C(=C\c1cn(CCOc2ccccc2)c2ccccc12)C(=O)NCc1ccco1	17.5%	-19.9%	-6.4%	-5.7%	0.3%

Entries shown so far with a cyano group (4):
SMILES	influenza NS1A	Salmonella PhoP GFP	M. tuberculosis	M. tuberculosis HTS	inhibitors of VEEV	others
N#CCNC(=O)C1c2ccccc2Oc2ccccc21	2.7%	-5.5%	-1.9%	-2.2%	i
N#CC(c1ccc(O)cc1)c1ncc(C(F)(F)F)cc1Cl (configuration not stated)	-5.0%	3.6%	20.3%	-1.8%	3.2%
CC(C)N1CCC2(CC1)C(C#N)=C(N)NC(S)=C2C#N	.	-5.6%	18.9%	2.1%	.
N#C/C(=C\c1cn(CCOc2ccccc2)c2ccccc12)C(=O)NCc1ccco1	17.5%	-19.9%	-6.4%	-5.7%	0.3%

The results go on.
SMILES	influenza NS1A	Salmonella PhoP GFP	M. tuberculosis	M. tuberculosis HTS	inhibitors of VEEV	others
COC(=O)C(O)(CC(=O)Nc1cc(OC)c(OC)c(OC)c1)C(F)(F)F (configuration not stated)	-8.7%	1.7%	-6.2%	-8.8%	0.6%
Cc1cc(C)c(-n2nnnc2SC(C)C)c(C)c1	-4.8%	5.8%	-2.9%	-2.6%	2.3%
CNc1c(NS(=O)(=O)c2cc(NC(C)=O)ccc2C)c(=O)oc2ccccc12	4.1%	-29.9%	10.4%	9.8%	4.5%
c1ccc(-c2nc(N3CCOCC3)sc2-c2ccccc2)cc1	8.6%	-3.0%	9.0%	-0.4%	0.5%
CCN(CC)S(=O)(=O)c1cccc(-c2n[nH]c(=S)n2/N=C/c2ccc(Br)cc2)c1	-1.9%	-2.6%	-8.1%	7.8%	6.2%
COc1ccc(C(=O)O)cc1S(=O)(=O)N1CCN(c2ccccn2)CC1	4.0%	-6.1%	-16.5%	1.8%	1.2%

Screening data: PubChem, Southern Research Specialized Biocontainment Screening Center
